# CCHF vOTU inh = CCHFV vOTU protease inhibition; Pep-AMC fluorescence; inhibition, % at 11.5 µM; 0.55% of 370,000 active; AID 651958; also: 0% = vehicle wells with enzyme and 100% = no enzyme wells
# FadD28 binding = blocks FadD28 binding to the bisubstrate probe | fluorescence polarization | inhibition, % at 12.5 µM | 0.22% of 360,000 active; in the data active = inhibition above about 8.5%, passing the limit was not always enough; inconclusive = no clear call, values can overlap the other calls
# PrPC surface inh = reduces human prion protein on the cell surface | P04156 | cell surface PrPC, TR-FRET read-out | inhibition, % at 13.8 µM | 0.43% of 370,000 active | AID 720596; in the data active = inhibition above about 24%; also: 0% = median of the test wells and 100% = reference compound wells
# BoNT F protease = blocks Botulinum neurotoxin F light chain protease | Multiplex microsphere protease cleavage assay, flow cytometry | inhibition, % at 10 µM | 0.22% of 360,000 active; in the data active = inhibition above about 35%, passing the limit was not always enough; inconclusive = no clear call, values can overlap the other calls; also: plate controls were buffer without enzyme for full effect and enzyme alone for no effect
# BoNT A protease = BoNT A light chain protease inhibition; 0.17% of 360,000 active; multiplex microsphere protease substrate cleavage, flow cytometry; AID 588499; inhibition, % at 10 µM; in the data active = inhibition above about 30%; inconclusive = no clear call, values can overlap the other calls; also: plate controls were buffer without enzyme for full effect and enzyme alone for no effect
# Mtb UGM inh = blocks M. tuberculosis UGM enzyme; P9WIQ1; purified UGM, fluorescence polarization probe displacement; inhibition, % at 10 µM; 0.06% of 320,000 active; AID 504406; in the data active = inhibition above about 10%, passing the limit was not always enough; inconclusive = no clear call, values can overlap the other calls
# Target sequence (P9WIQ1 whole entry, looked up): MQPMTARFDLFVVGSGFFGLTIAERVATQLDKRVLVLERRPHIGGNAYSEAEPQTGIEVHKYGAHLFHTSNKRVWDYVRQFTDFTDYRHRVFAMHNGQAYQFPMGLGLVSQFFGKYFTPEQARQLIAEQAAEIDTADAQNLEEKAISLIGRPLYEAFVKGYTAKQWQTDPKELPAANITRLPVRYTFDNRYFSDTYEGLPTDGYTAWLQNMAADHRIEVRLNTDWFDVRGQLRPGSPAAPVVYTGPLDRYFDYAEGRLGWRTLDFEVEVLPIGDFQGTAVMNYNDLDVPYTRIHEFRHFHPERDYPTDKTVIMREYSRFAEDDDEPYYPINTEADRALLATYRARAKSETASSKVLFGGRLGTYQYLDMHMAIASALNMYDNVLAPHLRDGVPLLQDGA
# GDH-TPI inh = inhibits GDH-TPI coupling enzymes, artifact for Mtb FBA screen. GDH-TPI coupled enzyme counterscreen, NADH absorbance. inhibition, % at 4.8 µM. 1.2% of 360,000 active;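 also: 0% = DMSO wells and 100% = wells lacking the enzyme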
# Mtb BioA inh = BioA (M. tuberculosis) enzyme inhibition; purified M. tuberculosis BioA enzyme, plate reader; inhibition, % at 9.99 µM; 0.096% of 360,000 active; in the data active = inhibition above about 40%; inconclusive = no clear call, values can overlap the other calls
# FBA Mtb inh = inhibitors of M. tuberculosis fructose-bisphosphate aldolase. inhibition, % at 1 µM. P9WQA3. AID 588726. 2.3% of 360,000 active. purified M. tuberculosis FBA, fluorescence read-out; in the data active = inhibition above about 27%;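 also: 0% = vehicle and 100% = reference inhibitor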
# Target sequence (P9WQA3 whole entry, looked up): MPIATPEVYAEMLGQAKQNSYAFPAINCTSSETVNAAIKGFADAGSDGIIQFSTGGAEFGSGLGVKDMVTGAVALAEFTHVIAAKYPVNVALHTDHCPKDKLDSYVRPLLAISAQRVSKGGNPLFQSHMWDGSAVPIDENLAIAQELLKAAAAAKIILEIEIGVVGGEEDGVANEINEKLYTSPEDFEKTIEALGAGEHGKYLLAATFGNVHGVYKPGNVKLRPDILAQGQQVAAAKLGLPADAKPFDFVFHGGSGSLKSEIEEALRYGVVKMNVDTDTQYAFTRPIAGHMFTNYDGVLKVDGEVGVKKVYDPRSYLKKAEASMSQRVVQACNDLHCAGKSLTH
# Numbers without * were called inactive; ? = inconclusive; nt = no result given; & = joins results of further samples. Rule as the data show it, unless noted: active = inhibition above about 30%; inactive = the rest. No enrichment for hits; any-hit rate near 4.8%.
SMILES,CCHF vOTU inh,FadD28 binding,PrPC surface inh,BoNT F protease,BoNT A protease,Mtb UGM inh,GDH-TPI inh,Mtb BioA inh,FBA Mtb inh
CN(C)CCCNC(=O)C1(O)c2cc(Br)ccc2NC(=O)N1c1ccc(Cl)cc1 (configuration not stated),-16,-3.0,1,-2,-0.5,0.6,-4,-0.3,-1
O=C(Nc1ccc(F)cc1F)c1ccc(-n2cncn2)nc1,8,0.5,4,0,?,0.3,11,-3.5,0
Cc1ccc(S(=O)(=O)N2CCOCC2)cc1-c1n[nH]c(=S)n1-c1ccccc1,2,-3.4,-2,nt,nt,-1.3,3,1.5,0
O=C(NCc1ccccn1)c1ccc(CNS(=O)(=O)c2cccc(C(F)(F)F)c2)cc1,1,-6.1,-6,-2,0.8,6.1,-2,nt,-3
CCCC(c1nnnn1Cc1ccco1)N1CCN(C2CCCC2)CC1 (configuration not stated),-4,-1.1,-3,-8,-0.2,-5.0,10,-0.8,0
Cc1ccc2[nH]c(=O)c(CN(CCCN3CCOCC3)Cc3nnnn3C3CCCC3)cc2c1,-17,-2.3,-2,-6,0.1,2.9,24,0.2,5
CCOC(=O)c1[nH]c(C)c(/C(O)=C2\C(=O)C(=O)N(CCN(C)C)C2c2ccco2)c1C (configuration not stated),10,0.0,10,-5,-0.2,-0.9,17,0.4,0
COc1ccc(OCC(O)Cn2c(=N)n(CCN3CCCCC3)c3ccccc32)cc1 (configuration not stated),13,-3.7,-15,-2,0.0,0.2,5,0.5,-5
CNc1nc2ccccc2n1CC(=O)c1ccccc1,0,-2.2,3,-5,2.2,2.3,6,4.8,1
CCOC(=O)COc1ccc(S(=O)(=O)c2ccc(OCC(=O)OCC)cc2)cc1,-15,-1.1,1,3,0.6,-0.2,2,-0.2,-2
Cc1ccc2c(CC(=O)O)coc2c1,9,-1.8,-5,3,0.0,-1.5,2,-3.9,-3
CC(=O)c1ccc(N2CCN(S(=O)(=O)c3c(C)[nH]c(=O)[nH]c3=O)CC2)cc1,5,-0.8,4,-5,0.3,0.6,19,nt,3
Cc1cc(C)nc(/N=C(\N)Nc2ccc3c(c2)OCCO3)n1,-8,0.6,0,-4,-0.5,1.2,-2,nt,-2
Cc1cc(S(=O)(=O)Nc2ccccc2C)ccc1F,7,0.4,2,14,0.6,3.7,1,1.0,3
COc1ccc(C(=O)C2CCCN(CC3CCCCC3)C2)cc1OC (configuration not stated),11,-0.5,0,4,-0.2,nt,2,0.8&1.5,4
COc1ccc(/C=C2/SC(=O)N(NS(=O)(=O)c3ccccc3)C2=S)cc1OC,6,-1.6,-7,4,6.1,-1.8,15,-1.5,-7
CCc1cnccc1CCC(=O)Nc1ccccc1C,-11,-0.2,-4,-24,-5.8,5.2,-2,-1.1,0
Brc1csc(/C=N/Nc2nc3ccccc3s2)c1,-13,-2.4,6,-5,-0.5,nt,7,nt,4
O=[N+]([O-])c1cc([N+](=O)[O-])c(N2CCOCC2)cc1NCc1ccccc1,-1,-2.3,-17,8,0.8,-1.2,31*,2.1,-4
CC(=O)/C(=N/Nc1cccc(Cl)c1)N1CCOCC1,4,-2.8,10,-12,-0.1,-1.6,11,nt,-2
Fc1c(F)c(F)c(/C=N/NC(=S)Nc2cccnc2)c(F)c1F,-3,-0.6,-11,-2,0.0,-2.7,5,nt,1
O=C(Nc1ccc(F)cc1)NC1CCN(Cc2ccccc2)CC1,6,-2.2,2,5,0.7,0.3,3,nt,1
O=C(Nc1nc2c(s1)CCCC2)c1cc(-c2ccccc2)nc2ccccc12,1,-2.4,7,-4,-0.8,2.5,-1,nt,-2
Cc1ccc(N2CC(C(=O)NCc3cccs3)CC2=O)cc1C (configuration not stated),7,0.0,0,-3,0.2,7.6,5,-3.3,1

# Gathered by group, those above containing a furan ring, fused or not (3)
SMILES,CCHF vOTU inh,FadD28 binding,PrPC surface inh,BoNT F protease,BoNT A protease,Mtb UGM inh,GDH-TPI inh,Mtb BioA inh,FBA Mtb inh
CCCC(c1nnnn1Cc1ccco1)N1CCN(C2CCCC2)CC1 (configuration not stated),-4,-1.1,-3,-8,-0.2,-5.0,10,-0.8,0
CCOC(=O)c1[nH]c(C)c(/C(O)=C2\C(=O)C(=O)N(CCN(C)C)C2c2ccco2)c1C (configuration not stated),10,0.0,10,-5,-0.2,-0.9,17,0.4,0
Cc1ccc2c(CC(=O)O)coc2c1,9,-1.8,-5,3,0.0,-1.5,2,-3.9,-3

# Look-ups from the list.
# BoNT A protease with `Cc1ccc(N2CC(C(=O)NCc3cccs3)CC2=O)cc1C` (configuration not stated) = 0.2
# BoNT A protease with `O=C(Nc1nc2c(s1)CCCC2)c1cc(-c2ccccc2)nc2ccccc12` = -0.8
# CCHF vOTU inh with `Cc1cc(C)nc(/N=C(\N)Nc2ccc3c(c2)OCCO3)n1` = -8
# FadD28 binding with `CCc1cnccc1CCC(=O)Nc1ccccc1C` = -0.2
# GDH-TPI inh with `Brc1csc(/C=N/Nc2nc3ccccc3s2)c1` = 7

# Next section
SMILES,CCHF vOTU inh,FadD28 binding,PrPC surface inh,BoNT F protease,BoNT A protease,Mtb UGM inh,GDH-TPI inh,Mtb BioA inh,FBA Mtb inh
COc1cccc2cc(C(=O)NCCc3ccccc3)c(=O)oc12,-5,-1.2,2,-21,-0.8,0.3,6,-1.2,1
CCCn1c(NC(=O)CN2C(=O)NC3(CCCCC3)C2=O)nc2ccccc21,1,-5.7,5,-6,3.7,-0.5,11,nt,-3
Cc1ccccc1CC(=O)N1CCN(S(=O)(=O)c2ccc(Cl)s2)CC1,7,-1.1,-12,-4,0.4,-2.6,7,nt,-1
OCC1N=C(c2ccccn2)OC1c1ccccc1 (configuration not stated),6,-2.2,4,-1,0.5,-2.2,-6,-1.0,-4
COc1cc(C(=O)Nc2ccc(C)cc2C(NCC(=O)NN)c2ccccc2)cc(OC)c1OC (configuration not stated),12,-0.9,-6,?,1.8,1.7,-1,2.3,-3
O=C(c1cccc(Br)c1)c1nc2ccccc2[nH]c1=O,3,-2.3,-25,13,0.5,nt,nt,-1.1,-2
CC(=O)c1ccc(S(=O)(=O)N2CCN(C(=O)c3ccc(N)c([N+](=O)[O-])c3)CC2)cc1,8,-2.5,-20,8,-0.3,-0.2,7,8.1,1
CC(=O)Oc1ccccc1C(=O)Nc1ccccc1C(=O)N1CCCCC1,12,-1.7,-3,-10,1.8,0.7,5,-3.1,4
CC(=O)c1sc(-c2cccc(Cl)c2)nc1C,8,1.2,4,-11,-1.9,-2.8,7,2.2,4
COc1ccccc1C(=O)Nc1ccc(Nc2ccccc2)cc1,-2,-1.6,3,-7,-1.5,-1.3,1,3.9,1
CCn1c(SCC(=O)c2ccc(CNC(C)=O)o2)nnc1-c1cccs1,-14,-1.2,-3,-7,0.6,3.5,8,-5.4,0
O=C(Nc1nnc(CCN2CCCCC2)s1)c1ccc(Cl)cc1Cl,-5,-1.1,-2,?,0.4,-0.5,13,nt,3

# Another view of two compounds above:
molecule	CCHF vOTU inh	FadD28 binding	PrPC surface inh	BoNT F protease	BoNT A protease	Mtb UGM inh	GDH-TPI inh	Mtb BioA inh	FBA Mtb inh
COc1cccc2cc(C(=O)NCCc3ccccc3)c(=O)oc12	-5	-1.2	2	-21	-0.8	0.3	6	-1.2	1
CCCn1c(NC(=O)CN2C(=O)NC3(CCCCC3)C2=O)nc2ccccc21	1	-5.7	5	-6	3.7	-0.5	11	nt	-3

# Other structures
SMILES,CCHF vOTU inh,FadD28 binding,PrPC surface inh,BoNT F protease,BoNT A protease,Mtb UGM inh,GDH-TPI inh,Mtb BioA inh,FBA Mtb inh
C[C@H](NC(=O)[C@H](Cc1ccccc1)n1c(=O)[nH]c2ccccc2c1=O)C(=O)N1CCC[C@H]1C(=O)O,2,-1.8,4,-20,-1.0,0.6,14,-1.1,9
COC(=O)c1cccc(NC(=O)/C=C/c2ccc([N+](=O)[O-])cc2)c1,-7,-0.3,-22,1,17,2.0,16,nt,-1
COc1ccc(C(=O)NCC2(c3ccccc3)CCOCC2)cc1,-7,0.6,4,-50,-8.4,1.5,-1,-0.7,3
CCOC(=O)c1c(C)[nH]c(C)c1S(=O)(=O)NCCc1ccco1,16,-0.9,0,-5,0.4,-1.1,-1,-0.1,0
Cc1c(Cl)cccc1NC(=S)NNS(=O)(=O)c1ccc([N+](=O)[O-])cc1,-2,-2.6,-7,-7,-1.5,4.9,-7,0.0,2
Cc1ccc(NC(=O)/C(=C\c2cccnc2)NC(=O)c2ccco2)cc1,-5,-2.6,-2,-10,-1.4,2.7,-8,nt,4
CC(C)OC(=O)CSc1nnc(-c2ccc(Cl)cc2Cl)n1N,1,-1.0,2,2,0.9,-0.1,-15,1.6,8
COc1cccc(C(=O)NCCC2=CCCCC2)c1,12,1.5,11,-29,-1.0,-1.0,8,-0.5,2
Cc1cc(C)c(C#N)c(SCC(=O)Nc2c(C)n(C)n(-c3ccccc3)c2=O)n1,9,-1.9,-7,-3,-0.4,-0.5,-1,0.2,0
Cn1nc(C(F)(F)F)c(C(=O)Nc2ccc(F)cc2F)c1Sc1ccc(C(F)(F)F)cc1,nt,-1.9,nt,2,1.5,nt,5,-4.7,0
COc1ccc(NC(=O)/C(=C\c2cccnc2)NC(=O)c2cccs2)cc1,-22,-3.8,-2,10,1.3,-1.9,0,-2.4,0
CS(=O)(=O)n1nc(-c2ccc(Cl)cc2)nc1N,-12,-3.4,2,-7,0.6,-1.6,4,nt,3
O=C(NN1C(=O)CSC1=S)C(=O)NN1C(=O)CSC1=S,14,4.4,-5,2,-0.7,1.5,5,-2.0,-7
COc1ccc(-n2cnc3cc(C(=O)NCC4CCCO4)ccc32)cc1 (configuration not stated),12,-2.3,-1,2,-0.6,2.6,2,3.8,5
Cn1c(O)c(/C=C2\C=Nc3ccccc32)sc1=Nc1ccc(C(=O)O)cc1,-8,-4.5,-2,0,-1.0,-1.1,22,0.2,-1
Cc1noc(C)c1S(=O)(=O)N1CCCC(C(=O)Nc2ccc(Cl)cn2)C1 (configuration not stated),5,-2.1,2,15,-0.3,0.3,2,0.6,75*
Cc1ccc(C(=O)Nc2cccc(NC(=O)c3cccs3)c2)c(C)c1,-11,-8.3,17,?,1.8,-1.6,3,3.2,-1
CCCCOCP(=O)(CCCC)COCCCC,17,-4.6,2,-14,-0.6,-5.0,2,0.8,1
COCCN1C(=O)N(c2cccc(OC)c2)C(=O)C1CC(=O)Nc1ccc(OC)cc1 (configuration not stated),3,-3.5,1,-14,-1.9,-1.0,-2,-1.2,-1
O=C(Nc1nccs1)c1ccc(NC(=O)C2CC=CCC2C(=O)O)cc1 (configuration not stated),14,-2.5,7,5,-0.6,-1.2,4,nt,0
CCNC(=O)COC(=O)C1CCN(S(=O)(=O)c2ccc3c(c2)OCCO3)CC1,4,-3.2,-4,1,7.0,-1.4,-1,nt,-1
CCOC(=O)C(C)(C)Sc1ncnc2nc[nH]c12,-2,-2.0,-10,3,?,-1.5,13,-1.3,-1
COCCN(C(=O)COC(=O)COc1ccc2c(c1)CCC2)c1c(N)n(Cc2ccccc2)c(=O)[nH]c1=O,-1,-3.6,0,-6,-1.9,-0.4,1,nt,-2
CCN(C(=O)CCN1C(=O)c2ccccc2S1(=O)=O)c1ccccc1,8,-1.9,5,7,1.4,-2.4,15,0.1,-1
CCOc1ccccc1N1CCN(CC(O)COCc2cccs2)CC1 (configuration not stated),8,-2.1,-3,-4,-0.6,1.0,1,7.3,2
Cc1cccc(NC(=O)c2nc[nH]c2C(=O)NC2CCN(C(=O)OC(C)(C)C)CC2)c1,-3,-0.2,-3,3,-0.3,0.5,-2,-5.0,2
O=S(=O)(c1cccc(Cl)c1)N1CN(CC2CCCO2)c2nc3ccccc3nc21 (configuration not stated),-6,-2.6,3,-5,-0.7,1.5,21,0.8,36*
CCOc1ccc2c(c1)c1nnc(SCC(=O)NC3CC3)nc1n2C,0,-2.3,-18,-15,-5.2,0.9,3,-1.1,-2
Cc1cccc(OCCCC(=O)Nc2nc3ccccc3[nH]2)c1,-5,-0.8,29*,-5,-1.3,1.9,-7,nt,4

# High-throughput results as filed in PubChem BioAssay.
